# PKA-R2B activ: activators of PKA-R2B holoenzyme, primary screen, biochemical, fluorescence polarization, Cy5-IP20, human; cAMP-dependent protein kinase catalytic subunit beta (Homo sapiens) + cAMP-dependent …; PKA-R2B holoenzyme dissociation; R2B truncated from residue 108, S112A mutant; 0% DMSO only, 100% 113 µM cGMP; 0.079% of 340,000 active; activation, % at 11.4 µM;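 active = activation above a cutoff set at the mean over all compounds plus 3 SD, cut at about 18% in these data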;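 note: higher means more holoenzyme dissociation and a rise in polarization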
# Keap1 Nrf2 FP: Keap1-Nrf2 protein-protein interaction inhibitors, primary screen, biochemical, fluorescence polarization, single point; Kelch-like ECH-associated protein 1 (Homo sapiens), Q14145; Keap1 Kelch-Nrf2 peptide fluorescence polarization, 1536-well; inhibition, % at 9.4 µM; 0.15% of 340,000 active; AID 504523, 2011; in the data active = inhibition above about 12%; inconclusive = no clear call, values can overlap the other calls; inactive = below about 7.3%;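 note: human Keap1 Kelch domain with fluorescein labeled Nrf2 9mer peptide probe; 0% = neutral control wells and 100% = peptide positive control; higher means more block of Keap1 binding to Nrf2 peptide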
# Target sequence (Q14145 whole entry, looked up, the tested form may be a part): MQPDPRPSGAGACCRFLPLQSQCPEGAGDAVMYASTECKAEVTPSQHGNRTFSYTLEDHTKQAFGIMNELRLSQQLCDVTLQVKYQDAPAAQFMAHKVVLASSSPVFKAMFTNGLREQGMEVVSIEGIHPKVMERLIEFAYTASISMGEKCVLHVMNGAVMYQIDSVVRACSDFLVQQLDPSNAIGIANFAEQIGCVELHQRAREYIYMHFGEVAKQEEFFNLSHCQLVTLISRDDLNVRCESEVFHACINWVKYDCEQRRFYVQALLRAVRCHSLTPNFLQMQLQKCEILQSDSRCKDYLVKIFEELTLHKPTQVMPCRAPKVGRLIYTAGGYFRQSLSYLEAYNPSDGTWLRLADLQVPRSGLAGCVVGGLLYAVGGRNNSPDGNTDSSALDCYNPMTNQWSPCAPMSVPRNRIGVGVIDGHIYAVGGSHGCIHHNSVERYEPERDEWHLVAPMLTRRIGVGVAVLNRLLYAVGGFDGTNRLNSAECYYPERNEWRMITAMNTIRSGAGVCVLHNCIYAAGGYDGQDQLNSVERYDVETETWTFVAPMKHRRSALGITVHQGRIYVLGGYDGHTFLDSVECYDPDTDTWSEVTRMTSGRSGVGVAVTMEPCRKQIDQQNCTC
# SR-BI uptake up: activators of SR-BI mediated DiI-HDL uptake, primary screen, ldlA[mSR-BI] CHO cells, DiI fluorescence | AID 504775, 2011 | 3 h; 100 = double the neutral-control signal | activation, % at 12.5 µM | 0.096% of 320,000 active;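 active = mean replicate activation of at least 60% and every replicate at or above 60%; inconclusive = mean or all-replicate condition met, but not both; inactive = mean below 60% and not all replicates reaching 60%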;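 note: 0% = median plate neutral-control signal and 100% = twice that signal; values of inactives mirror those of a sister screen read the other way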
#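 Test system: SR-BI-overexpressing, LDLR-lacking CHO cells; Also added: labelled HDL, 10 µg/mL; Measured by: bottom-read cell fluorescence after medium removal, ex 550/em 595 nm; Timing: 3 h uptake period with compound, 37 °C; Buffer or medium: F12, 0.5% BSA, 25 mM HEPES; Doses: single compound concentration, delivered by pin transfer.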
# DAGLB inh: DAGLB lipase inhibitors, primary screen, biochemical, fluorescence, HTS; HEK293T DAGLB membrane lysate, EnzChek fluorogenic substrate; inhibition, % at 5.17 µM; 0.059% of 340,000 active; AID 504411, 2011; Diacylglycerol lipase-beta (Homo sapiens), Q8NCG7; in the data active = inhibition above about 34%;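 note: 0% = enzyme with vehicle and 100% = wells lacking enzyme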
# RTF Ca sens inh: cardiac RTF calcium sensitivity inhibitors, primary screen, biochemical, IANBD-TnC fluorescence, EC70 calcium; IANBD-labeled cardiac RTF, Ca2+ fluorescence; inhibition, % at 7.15 µM; 0.12% of 340,000 active; AID 493244, 2011;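 active = inhibition above the mean inhibition of all tested compounds plus 3 SD, cut at about 17% in these data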;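 note: assay run at fixed EC70 calcium of 1.6 mM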
# NSD2 inh: NSD2 histone methyltransferase inhibitors, primary screen, biochemical, AlphaScreen, single concentration, set 2 | 0.54% of 310,000 active | NSD2 peptide methylation, 120 min | AID 743445, 2014 | Histone-lysine N-methyltransferase NSD2 (Homo sapiens), O96028 | inhibition, % at 12.5 µM; in the data active = inhibition above about 50%
# LANA DNA inh: inhibitors of KSHV C-LANA binding to DNA, primary screen, biochemical, fluorescence polarization, FAM-LBS DNA, MBP-C-LANA, single point; inhibition, % at 9 µM; 0.078% of 340,000 active; AID 504423, 2011;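 active = highest replicate inhibition at or above 60% at 9 µM, even if other replicates fall short; inactive = all replicates below 60% inhibition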;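 note: 0% = neutral control wells and 100% = 4 µM acridine orange control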
# PvdQ acylase: P. aeruginosa PvdQ acylase inhibitors, primary screen, biochemical, fluorescence, plate reader and imaging, single point. purified PvdQ acylase. inhibition, % at 10 µM. 0.063% of 340,000 active. AID 488965, 2010; in the data active = inhibition above about 30%, passing the limit was not always enough; inconclusive = no clear call, values can overlap the other calls;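 note: 0% = vehicle neutral wells and 100% = reference inhibitor wells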
# Arr AP2 block: inhibitors of beta-arrestin/AP2 binding, primary screen, biochemical, GPCR trafficking, flow cytometry; FITC-arrestin peptide / GST-AP2 beads; AP2 beta2 appendage carries R879A mutation; inhibition, % at 10 µM; 0.31% of 340,000 active;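 active = inhibition above a set limit, near 3 SD of compounds lacking own fluorescence, cut at about 54% in these data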;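 note: plate controls were DMSO wells for no effect and 5 µM unlabelled arrestin peptide for full effect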
#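 Measured by: flow cytometry, FL1 (488/535 nm); Material: AP2 appendage R879A on GSH beads; Evaluation: percent response; Timing: pre-incubation 12 min, peptide binding 1 h, room temperature; Also added: 50 nM FITC-arrestin peptide; Medium: PBS with 0.05% Tween 20 and 0.1% BSA.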
# SR-BI DiI inh: inhibitors of SR-BI mediated HDL lipid uptake, primary screen, ldlA[mSR-BI] cells, fluorescence, single point | Scavenger receptor class B member 1 (Mus musculus), Q61009 | inhibition, % at 12.5 µM | 0.96% of 320,000 active | ldlA[mSR-BI] CHO cells, DiI-HDL uptake fluorescence, 3 h;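 active = mean replicate inhibition of at least 70% and a set share of replicates each scoring 70 or more; inconclusive = meets just one of the two criteria; inactive = fails both criteria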;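 note: 0% = median of neutral control wells and 100% = median of positive control wells; values of inactives mirror those of a sister screen read the other way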
# Target sequence (Q61009 whole entry, looked up): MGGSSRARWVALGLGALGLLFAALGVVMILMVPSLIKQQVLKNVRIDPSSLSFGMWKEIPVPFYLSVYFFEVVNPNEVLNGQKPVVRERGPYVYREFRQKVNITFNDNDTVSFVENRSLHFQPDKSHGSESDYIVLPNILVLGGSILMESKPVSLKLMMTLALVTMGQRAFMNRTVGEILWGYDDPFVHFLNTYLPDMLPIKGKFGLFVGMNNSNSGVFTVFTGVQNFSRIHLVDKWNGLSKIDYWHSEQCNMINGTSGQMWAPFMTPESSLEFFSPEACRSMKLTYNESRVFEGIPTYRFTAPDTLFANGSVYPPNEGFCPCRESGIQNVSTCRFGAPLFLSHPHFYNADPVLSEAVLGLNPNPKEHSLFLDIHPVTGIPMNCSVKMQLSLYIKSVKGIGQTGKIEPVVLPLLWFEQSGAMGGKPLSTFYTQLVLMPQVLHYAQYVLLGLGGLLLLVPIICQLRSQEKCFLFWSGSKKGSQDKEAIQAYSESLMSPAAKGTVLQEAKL
# Numbers without * were called inactive; ? = inconclusive; nt = no result given.
# The first 3 records, to show the layout:
SMILES,PKA-R2B activ,Keap1 Nrf2 FP,SR-BI uptake up,DAGLB inh,RTF Ca sens inh,NSD2 inh,LANA DNA inh,PvdQ acylase,Arr AP2 block,SR-BI DiI inh
CS(=O)(=O)N(CC(=O)Nc1c(F)cccc1F)c1cccc([N+](=O)[O-])c1,-12,-4,18,-1,-12,2,-2.2,-8,-5,-18
N#CCC(=O)N1CCN(C=O)CC1,-3,3,32,1,-13,1,-1.9,0,-1,-32
COCCNC(=O)c1ccc(-n2c(SCc3cc(F)ccc3F)nc3ccccc3c2=O)cc1,-17,-7,-50,0,-4,0,1.6,4,4,50

# This part in full, from the first entry:
SMILES,PKA-R2B activ,Keap1 Nrf2 FP,SR-BI uptake up,DAGLB inh,RTF Ca sens inh,NSD2 inh,LANA DNA inh,PvdQ acylase,Arr AP2 block,SR-BI DiI inh
CS(=O)(=O)N(CC(=O)Nc1c(F)cccc1F)c1cccc([N+](=O)[O-])c1,-12,-4,18,-1,-12,2,-2.2,-8,-5,-18
N#CCC(=O)N1CCN(C=O)CC1,-3,3,32,1,-13,1,-1.9,0,-1,-32
COCCNC(=O)c1ccc(-n2c(SCc3cc(F)ccc3F)nc3ccccc3c2=O)cc1,-17,-7,-50,0,-4,0,1.6,4,4,50
Nc1nc(CN2CCN(c3ccccn3)CC2)nc(Nc2ccc(Cl)cc2)n1,-2,-2,3,2,-9,2,-1.9,-13,3,-3
CCc1cc(=O)oc2cc(C)cc(OC(C)C(=O)NCCN3CCOCC3)c12 (centres undefined),-6,-4,4,-1,4,-1,-1.0,-3,-1,-4
CCc1ccc(NC(=S)Nc2ccc3cn[nH]c3c2)cc1,-1,2,-20,-5,3,1,1.3,-2,0,20
O=C(Oc1ccccc1)c1ccc(NC(=O)c2ccco2)cc1,0,1,-2,-3,9,0,1.1,-6,15,2
Cc1ccc(NC(=O)CSc2ccc(-c3ccco3)nn2)cc1,10,2,5,-3,14,0,2.4,-3,0,-5
Cn1cnc(S(=O)(=O)N2CCN(C(c3ccccc3)c3ccccc3)CC2)c1,2,-5,-5,0,-5,4,0.9,11,5,5
Cc1oc(C(=O)O)cc1CSc1nnc(-c2ccccc2)n1C,-8,-1,22,1,0,-2,1.1,-15,20,-22
CN(C)S(=O)(=O)c1cccc(NC(=O)COc2ccc(S(=O)(=O)N3CCOCC3)cc2Cl)c1,-6,-2,27,-2,-3,-1,-1.4,-6,-6,-27
C=C(C)CSc1cc(C)c(C#N)c2nc3ccccc3n12,1,2,-23,1,-23,30,-0.8,-11,2,23
CC1Cc2ccccc2N1CC(=O)NC(c1ccccc1)c1ccccc1 (centres undefined),10,-4,2,-3,-7,2,-0.5,-9,2,-2
Cc1ccc(C)c(NS(=O)(=O)c2cc(Br)cnc2N)c1,-3,-4,15,2,0,-2,0.8,-10,-5,-15
CC1(c2nnc(-c3ccc(Cl)cc3)o2)CC(c2cccnc2)=NO1 (centres undefined),-16,2,18,1,-7,nt,-1.2,0,15,-18
O=C(CNC(=O)c1ccc(Cl)cc1Cl)OCC(=O)N1CCCC1,6,5,39,3,-5,1,0.6,-7,41,-39
O=C(CNC(=O)c1ccccc1Cl)NCC(c1cccs1)N1CCOCC1 (centres undefined),0,3,-2,-2,14,0,0.5,-14,2,2
O=C(O)c1ccccc1C(=O)Nc1ccc(Oc2cccc3ccccc23)cc1,-13,-1,-5,2,-1,2,-0.1,-13,15,5
CC(=O)Nc1ccc(NC(=O)CCCSc2nc3ccccc3s2)cc1,-3,nt,26,-1,5,-2,nt,-5,6,-26
COc1ccc(C(=O)N2CCN(c3ccc([N+](=O)[O-])c(NCCc4ccc(OC)c(OC)c4)c3)CC2)cc1,1,1,-74,6,-11,0,-0.1,-7,-1,?
Cc1cccc(-n2ncc3c2CCCC3NC(=O)Cc2c(C)noc2C)c1C (centres undefined),-1,-3,-32,-1,4,0,0.0,-8,-4,32
CCOc1ccc2nc(-c3cc(NC(C)=O)ccc3O)sc2c1,8,-10,-55,0,-8,-1,-0.4,-18,1,55
COc1cccc(N(CC(=O)N/N=C(\C)c2cccs2)S(C)(=O)=O)c1,-8,2,-5,-2,-8,-2,-1.5,-6,11,5
O=C(CN1C(=O)NC2(CCCC2)C1=O)Nc1cccc(-c2nnc3n2CCCCC3)c1,-4,-2,8,-2,-6,0,-0.7,-8,-10,-8
Fc1cc(F)c2nc(Nc3nc4c(F)cccc4s3)sc2c1,2,5,-12,3,-3,0,0.0,-7,-3,12
CCC(C)[C@H](NC(=O)N1CC(=O)Nc2ccccc21)C(=O)N1CCC[C@H]1C(=O)O (some centres undefined),-8,1,-1,-1,10,nt,-1.4,-1,1,1
COc1ccccc1OCc1ccc(C(=O)Nc2ccccc2F)cc1,-1,0,34,-2,-2,-1,-2.3,-9,6,-34
CCn1c(C(=O)O)c(CC(=O)N(C)c2ccc(OC)cc2OC)c2ccccc21,-16,-3,-28,1,-9,-2,-1.6,-10,-3,28
O=C(Nc1ccncc1)c1cc(F)cc(F)c1,-5,-6,10,2,-17,1,3.0,-29,0,-10
Cc1ccc(C(=O)OCC(=O)Nc2ccc(Cl)cn2)cc1S(=O)(=O)N1CCOCC1,8,-2,-7,-1,-1,1,1.3,-16,-8,7
COc1ccccc1Nc1ccc(N)cc1,-8,-5,-84,9,11,-1,-2.1,9,23,84*
COCCNC(=O)c1ccc(CN2CCC(Cc3ccccc3)CC2)cc1,-2,-3,21,-2,-1,-3,2.7,-9,0,-21
Cc1ccc(-c2csc(NCCn3c(-c4ccncc4)nc4ccccc43)n2)cc1,-2,-2,-3,3,-3,nt,0.3,-13,1,3
COc1cc(C)c(Cl)cc1S(=O)(=O)N1CCCC1,nt,-2,20,nt,nt,-2,-1.1,1,36,-20
Cc1cc(C)nc(N/N=C/c2c(C)oc3ccccc23)n1,4,-7,-16,-1,0,-1,1.0,-5,9,16
Cc1ccc(S(=O)(=O)NNC(=O)c2cnn(-c3ccccc3)c2C(F)(F)F)cc1,-5,-3,19,-2,4,nt,-0.5,-5,33,-19
COC(=O)CSc1nc(-c2cccs2)ccc1C#N,-4,-3,16,-2,1,-1,0.6,-18,-3,-16
Cc1ccc2c(c1)c1c3n2CCCNC3CCC1 (centres undefined),-5,-7,-8,2,-4,12,0.4,-28,-5,9
Oc1ccc(N=Cc2cc(Br)c(N3CCOCC3)o2)cc1,5,-4,29,-2,-5,10,0.7,-10,-5,-29
CCC(Sc1nc(N)c(NC(=O)c2ccc(OC)c(OC)c2)c(=O)[nH]1)C(=O)OC (centres undefined),7,-4,15,-1,0,nt,0.5,-1,-1,-15
CC1=C(C(=O)Nc2ccccc2)C(c2ccc(N(C)C)cc2)NC(=O)N1 (centres undefined),5,5,9,1,-9,4,-0.5,-9,16,-9
O=C1Nc2ccccc2SC(c2ccccc2)C1O (centres undefined),0,1,3,4,1,3,2.7,-10,0,-3
Oc1ccccc1C1=NN(c2ccccc2)C(c2ccccc2)C1 (centres undefined),-10,5,-36,0,-4,-8,1.9,-26,-1,36
O=C(c1ccccc1)c1ccc(OCC(O)CNCc2ccc(Cl)cc2)cc1 (centres undefined),-8,-4,15,-7,3,-2,-1.3,-5,-7,-15
CCOC(=O)c1c(CSc2ccc(C)cc2)oc2ccc(O)cc12,-7,0,15,-7,-6,13,1.3,-1,29,-15
CN(C)CC[C@@H](c1ccc(Br)cc1)c1ccccn1,13,0,10,5,1,nt,0.3,-7,16,-10
CCOC(=O)CN1C(=O)C(O)(CC(=O)c2ccc3c(c2)CCCC3)c2ccccc21 (centres undefined),2,3,-14,2,-2,1,0.0,5,28,14
Cc1cc(C)c2c(n1)nn1c(NCCN3CCOCC3)cc(C)nc21,18*,-2,17,0,-17,-3,0.4,-6,6,-17
O=C1C=C(NCc2ccccc2)CCC1,-5,2,5,0,8,1,1.2,-15,-12,-5
Cc1ccc(C(=O)NN=C2CCCC2)cc1C,4,4,12,-8,-7,-2,0.1,-10,-19,-12
# (next part)
SMILES,PKA-R2B activ,Keap1 Nrf2 FP,SR-BI uptake up,DAGLB inh,RTF Ca sens inh,NSD2 inh,LANA DNA inh,PvdQ acylase,Arr AP2 block,SR-BI DiI inh
O=C(NCC1CCCO1)C(=O)N/N=C\c1ccc2c(c1)OCO2 (centres undefined),-4,-3,-5,1,0,-3,0.4,1,-2,5
Cc1ccc(S(=O)(=O)N2CCN(C3CC4CCC3C4)CC2)cc1 (centres undefined),8,5,-6,-12,12,-2,1.3,8,28,6
CC(c1nnc(SCC(=O)Nc2ccc3[nH]c(=O)[nH]c3c2)n1Cc1ccccc1)N(C)C (centres undefined),0,-2,4,-2,-4,0,-0.8,3,21,-4
C=CCn1c(SCC(=O)c2ccc(O)c(O)c2)nnc1-c1cccc(C)c1,-2,-6,-12,27,-10,nt,0.3,-8,3,12
COc1ccc(-c2cn(Cc3ccc(C(N)=O)cc3)c(-c3ccc(Cl)nc3)n2)cc1,2,-2,-30,-3,-10,nt,0.1,5,30,30
CCc1ccc(OCC(O)CNC(C)(C)C)cc1 (centres undefined),-3,-5,13,-2,-2,0,-0.4,5,1,-13
FC(F)(F)c1nc(Sc2ncccc2C(F)(F)F)n[nH]1,-4,-5,1,1,-3,5,0.6,-8,-5,-1
Cc1cccc(N(CC(=O)NCCSCc2ccccc2)S(C)(=O)=O)c1C,0,5,4,0,-2,-3,0.5,5,3,-4
COC(=O)CN1C(=O)Nc2ccc(C)cc2C1c1ccccc1 (centres undefined),-4,-8,15,-2,0,1,-3.5,-12,3,-15
NC(=O)c1ccsc1NC(=O)COC(=O)Cc1c[nH]c2ccccc12,-9,-3,-16,-1,-24,-4,-0.2,5,33,16
COc1cccc(-n2nnnc2SCC(=O)Nc2cccc(C)n2)c1,-9,-3,34,-2,-2,-3,-0.4,-7,0,-34

# Some values from the entries so far:
# COc1ccc(-c2cn(Cc3ccc(C(N)=O)cc3)c(-c3ccc(Cl)nc3)n2)cc1 | SR-BI uptake up: -30
# CC(c1nnc(SCC(=O)Nc2ccc3[nH]c(=O)[nH]c3c2)n1Cc1ccccc1)N(C)C (centres undefined) | Arr AP2 block: 21
